# IL1B NFkB pot: enhances IL-1B driven NFkB nuclear translocation; hit rate 0.3% among 94,000; HUVEC IL-1B NFkB p65 nuclear translocation imaging; activation, % at 2 µM;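 active = activation above 40%, about the mean plus 3 SD, also judged a hit on visual image review; inconclusive = activation above 40% but not a hit on visual review; inactive = activation not above 40% and no visual hit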;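 also: percent activation is computed from the nuclear over cytoplasmic p65 intensity ratio; values of inactives mirror those of a sister screen read the other way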
# MRP resist rev: reverses drug resistance mediated by MRP | H69AR cells + 2 uM doxorubicin, CellTiter-Glo, 72 h | differential viability (reversal), % at 10 µM | hit rate 0.04% among 85,000 | AID 602;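 active = viability drop by adding the cancer drug above about 55%, with treated viability meeting a 40% cutoff, limit read from the data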;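 also: viability without doxorubicin minus viability with 2 µM doxorubicin for each compound; larger differential means the compound sensitizes cells more to doxorubicin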
# Bcl-B displacement: displacers of TR3 peptide from Bcl-B, primary screen, selectivity assay for Bfl-1 inhibitor project, biochemical, fluorescence polarization; FP displacement of FITC-TR3 peptide from Bcl-B; higher % means a stronger effect; one-dose displacement, % at 20 µM; IC50 in µM for titrated hits; hit rate 0.11% among 96,000; AID 748;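 active = displacement above 50% at 20 µM plus a fluorescence interference ratio under 1.5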;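 also: plate controls were wells without compound for no effect and wells lacking Bcl-B protein for full effect; a part of the inactive calls stands beside numbers as strong as those of hits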
# NFkB transloc inh: blocks IL-1B driven NFkB nuclear translocation in HUVEC cells; HUVEC IL-1B NFkB p65 nuclear translocation imaging; inhibition, % at 2 µM; hit rate 0.43% among 94,000; AID 796;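 active = inhibition above about 30% together with a positive call from visual inspection of the well image, limit read from the data; inconclusive = inhibition above a set limit but visual check negative; inactive = inhibition not above a set limit, visual check negative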;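 also: nuclear over cytoplasmic p65 intensity ratio measured by imaging; 0% = IL-1B stimulated DMSO wells and 100% = unstimulated DMSO wells; values of inactives mirror those of a sister screen read the other way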
# PLAP inhibitors HTS: inhibition of human placental alkaline phosphatase – biochemical, luminescence, HTS (AID 690); inhibition, % at 20 µM, or IC50 in µM where a hit was titrated; purified PLAP, luminescent substrate; higher % means a stronger effect; hit rate 0.08% among 96,000; in the data active = a potency from the dose series; inactive = the rest, 99 in 100 with inhibition below about 30%; also: strong numbers were not always called active
# MRP resist rev cytotoxicity: also measured in MRP resist rev; calls as there; viability, %; H69AR cells, CellTiter-Glo, 72 h; measured here: cytotoxicity without doxorubicin
# MRP resist rev with doxorubicin: recorded beside MRP resist rev, whose call it bears; viability, %; measured here: viability with 2 uM doxorubicin; active compounds read low
# NFkB transloc inh cell count 2 µM: second read-out of NFkB transloc inh, no call of its own (marks repeat the call); cell count; measured here: cells passing quality filter;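 raw number of nuclei counted in each imaged well without normalization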
# IL1B NFkB pot cell count 2 µM: second read-out of IL1B NFkB pot, no call of its own (marks repeat the call); cell count; measured here: cells passing quality filter
# * hit, by the source's call; u = inconclusive; x = not tested or not shown. An excerpt; the hit share may differ from the screen's.
SMILES,IL1B NFkB pot,IL1B NFkB pot cell count 2 µM,MRP resist rev,MRP resist rev cytotoxicity,MRP resist rev with doxorubicin,Bcl-B displacement,NFkB transloc inh,NFkB transloc inh cell count 2 µM,PLAP inhibitors HTS
COC(=O)CSc1nnc(-c2ccco2)o1,-7,101,7,103,96,-3%,7,101,-2%
COc1cc(NC(=O)c2cccs2)cc(OC)c1,3,172,-2,88,91,-1%,-3,172,16%
O=C(O)C1CCN(Cc2cnn(-c3ccccc3)c2-n2cccc2)CC1,-7,137,6,92,86,x,7,137,x
CN(C)c1nc(N)nc(N(c2ccccc2)c2ccccc2)n1,x,x,0,77,78,1%,x,x,-10%
C=CCn1nnnc1SCC(=O)Nc1cccc(OC)c1,x,x,12,88,75,-17%,x,x,16%
Cc1ccc(-c2nnc(N(C)C(=O)c3cccnc3)s2)cn1,-1,165,16,101,85,0%,1,165,9%
CC1=C(C(=O)Nc2ccc(C)cc2C)C(c2ccc(C)o2)NC(=O)N1 (configuration not stated),7,185,5,97,92,-2%,-7,185,10%
Cc1cc(NC(=O)C(C)Oc2ccc(Cl)cc2Cl)n(-c2ccccc2)n1 (configuration not stated),18,191,-1,82,83,-3%,-18,191,-57%
CC1=C(C(=O)N2CCOCC2)C(c2cc(C)cs2)NC(=O)N1 (configuration not stated),12,130,5,102,98,6%,-12,130,-15%
CCOC(=O)C1=C(c2ccccc2)N=C2SCC(=O)N2C1c1ccc(OCC)c(OCC)c1 (configuration not stated),-1,59,8,93,85,-9%,1,59,9%
O=C(C1CC1)N1CCN(c2nc3ccccc3s2)CC1,2,90,-1,105,106,8%,-2,90,-3%
COCCCNS(=O)(=O)c1ccc2c3c(cccc13)C(=O)S2,-7,64,14,85,72,x,8,64,x
c1ccc(-n2nnnc2NC2CCCCCC2)cc1,-2,122,x,x,x,20%,2,122,16%
CS(=O)(=O)c1nc2ccccc2n1Cc1ccccc1,12,134,4,85,81,0%,-12,134,5%
COC(=O)c1ccc(C(=O)OC)c(NS(=O)(=O)c2ccc(NC(C)=O)cc2)c1,x,x,-2,84,86,-11%,x,x,13%
COc1ccccc1C1CC(c2c(-c3ccccc3)c3cc(Cl)ccc3[nH]c2=O)=NN1S(C)(=O)=O (configuration not stated),1,163,2,8,7,-154%,0,163,-37%
COC(=O)c1cc2occc2n1CC(=O)Nc1ccc(OC)c(OC)c1,0,146,1,92,90,2%,0,146,-15%
O=C(OCCCCN1C(=O)c2ccccc2C1=O)c1ccc(Br)o1,5,129,-19,90,109,15%,-5,129,-6%
CCCS(=O)(=O)N1CCC(C(=O)N2CCc3ccccc3C2)CC1,-11,85,8,96,88,10%,11,85,-13%
O=C(CNC(=O)c1cccs1)OCC(=O)c1ccc2ccccc2c1,17,160,-7,95,101,-9%,-16,160,-8%

# A few values from the results shown.
# COC(=O)c1ccc(C(=O)OC)c(NS(=O)(=O)c2ccc(NC(C)=O)cc2)c1 in MRP resist rev is listed with -2
# O=C(CNC(=O)c1cccs1)OCC(=O)c1ccc2ccccc2c1 in NFkB transloc inh is listed with -16

# Next section:
SMILES,IL1B NFkB pot,IL1B NFkB pot cell count 2 µM,MRP resist rev,MRP resist rev cytotoxicity,MRP resist rev with doxorubicin,Bcl-B displacement,NFkB transloc inh,NFkB transloc inh cell count 2 µM,PLAP inhibitors HTS
COc1ccc2sc3ccccc3c(=O)c2c1,x,x,x,x,x,0%,x,x,12%
CCC(C)(C)NC(=O)CC(c1ccc(OC)cc1)n1cccc1 (configuration not stated),3,109,12,94,82,-6%,-3,109,-5%
Cc1ccc(S(=O)(=O)N2CCC(C(=O)Nc3ccccc3N3CCCCC3)CC2)cc1,29,145,x,x,x,-18%,-29,145,-74%
COc1ccc(N2CCN(c3ncnc4c3cnn4-c3ccc(C)cc3C)CC2)cc1,-5,118,18,45,27,-6%,6,118,9%
CSc1ccc(S(=O)(=O)NCCSC(C)(C)C)cc1,1,128,9,85,75,-2%,-1,128,44%
COc1cc(/C=N/N2C(=O)c3ccccc3NC2(C)c2cccc([N+](=O)[O-])c2)cc(Br)c1O (configuration not stated),-10,153,x,x,x,-8%,10,153,9%
CC(C)(C)c1nc2scc(-c3cccs3)c2c(=O)o1,6,103,15,85,70,-3%,-6,103,-10%
Nc1c(NCCC2=CCCCC2)c(=O)[nH]c(=O)n1Cc1ccccc1,-10,114,-30,57,87,29%,10,114,-27%
O=C(NCc1ccccc1Cl)c1cnn2cccnc12,7,137,14,99,85,-10%,-7,137,20%
O=C(Nc1ccc2c(c1)OCCO2)c1cc2sccc2n1Cc1ccccc1,1,169,6,82,76,3%,-1,169,7%
CCCn1c(CNc2ccccc2O)nc2ccccc21,-10,108,-26,27,53,-4%,10,108,-35%
CCC(=O)Nc1c(C(=O)N2CCCCCC2)cnn1-c1ccc(C)c(C)c1,-8,66,18,88,70,-2%,8,66,-14%
N#Cc1cc(-c2ccccc2)c[nH]c1=O,19,159,x,x,x,5%,-19,159,-24%
CC(C)N(C(=O)CSc1nc2ccccc2n1Cc1ccc(F)cc1)C(C)C,3,96,15,76,62,x,-3,96,x
CCN(CC)S(=O)(=O)c1ccc(Cl)c(C(=O)NC)c1,6,145,-29,61,90,-3%,-6,145,5%
COCCn1nnnc1CN1CCC(Cc2ccccc2)CC1,u,x,8,94,86,x,-41,117,x
CCCNC(=O)c1cc2c(C(F)(F)F)nn(C)c2s1,-7,175,x,x,x,16%,6,175,2%
O=C(/C=C/Nc1ccccc1)c1cnc(-c2ccccc2)s1,4,152,x,x,x,-9%,-4,152,30%
Cc1cc(-c2ccccc2)nc(=O)[nH]1,7,199,5,99,94,-2%,-7,199,12%
O=C(Cc1ccc(-n2c(=O)c3sccc3n(Cc3ccc(F)cc3)c2=O)cc1)NCc1ccco1,21,172,-29,51,80,4%,-21,172,-22%
CCOC(=O)C(C(C)=O)c1nc(C)nc2c1nnn2Cc1ccccc1Cl (configuration not stated),1,124,x,x,x,x,-1,124,x
Cc1cc(C)c(C(N)=O)c(Nc2cccc(Cl)c2C)n1,-15,88,12,99,87,2%,15,88,-19%
O=C(c1ccc(-c2nnc(-c3ccccc3)o2)cc1)N1CCCCCC1,x,x,6,91,85,3%,x,x,-1%
CC(C)=CCc1c(C)nc2ccccc2c1C(=O)O,x,x,13,96,83,-7%,x,x,12%
O=C(C/C=N\OCc1c(Cl)cccc1Cl)Oc1ccc(Cl)cc1Cl,24,170,-1,87,89,0%,-24,170,14%
CCOC(=O)CSc1nc2cc(C(=O)NCc3ccco3)ccc2c(=O)n1-c1ccc(F)cc1,x,x,2,99,96,1%,x,x,-3%
COc1cc2cc(CN(C(=O)NC3CCCCC3)C3CCCC3)c(=O)[nH]c2cc1OC,-12,113,-1,77,78,-1%,12,113,-44%
COc1ccc(OC)c(N(CC(=O)N2CCN(c3cc(Cl)ccc3C)CC2)S(C)(=O)=O)c1,-7,106,9,112,103,-4%,8,106,-74%
Cc1cc(C)n(-c2ccc(C(=O)Nc3nnc(C)s3)cc2)n1,23,69,3,94,91,17%,-23,69,2%
Fc1ccccc1N1CCN(CC2CC3C=CC2C3)CC1 (configuration not stated),16,146,x,x,x,9%,-16,146,-9%
CN1C(=O)c2ccccc2C(C(=O)O)C1c1cccc(F)c1 (configuration not stated),-13,95,9,95,86,8%,13,95,-4%
CCCC(CCC)C(=O)Nc1cccc(C(=O)O)c1,-3,143,-8,102,110,2%,3,143,3%
CC(=O)c1cn(CC(=O)Nc2ccc(C)cc2C)c2ccccc12,15,110,20,93,73,x,-15,110,x
Cc1cccc(-c2noc(CN(C(=O)c3ccc(Br)o3)C(C)C)n2)c1,-6,139,4,92,88,-8%,6,139,-14%
O=C(NCc1ccncc1)C12CC3CC(CC(C3)C1)C2,10,137,2,106,104,2%,-10,137,-2%
CCOC(=O)N1CCN(C(=O)C(C)(C)Oc2ccc(Cl)cc2)CC1,-11,145,6,85,78,14%,11,145,-62%
Cc1csc2ncc(C(=O)NCc3ccco3)c(=O)n12,-9,100,5,84,79,x,8,100,x
CN(C)S(=O)(=O)c1ccc2oc(SCC(=O)NCC(F)(F)F)nc2c1,21,145,-23,85,108,-7%,-21,145,3%
CCSc1nc2ccccc2n1CCC(=O)O,27,116,3,102,99,1%,-27,116,11%
N/C(=N\OC(=O)c1ccc(Cl)cc1)c1nonc1N,12,109,x,x,x,-8%,-12,109,25%
CCOc1ccccc1CNn1nnnc1N,4,68,-2,90,92,x,-4,68,x
O=C(N/N=C1/C(=O)c2cccc3cccc1c23)c1ccc(Cl)cc1,-10,165,x,x,x,x,10,165,-56%
CCOC(=O)C(NC(=O)c1ccc(OC)cc1)(OCC1(CC)COC1)C(F)(F)F (configuration not stated),4,197,19,98,79,-2%,-4,197,-84%
O=C(Nc1ccccc1)N1CCCN(Cc2ccccc2F)C1,15,130,3,91,88,-10%,-15,130,19%
O=C(CCN1C(=O)C2CC=C(Cl)CC2C1=O)NCc1ccccc1 (configuration not stated),3,126,8,103,95,x,-3,126,x
CCCS(=O)(=O)N1CCN(Cc2ccc(OCc3ccccc3)c(OC)c2)CC1,7,132,-5,84,89,x,-7,132,x
CCCc1n[nH]c2c1/C(=N\O)CCC2,9,128,-1,89,91,-3%,-9,128,3%
O=C(Nc1nn(Cc2ccccc2F)cc1Br)c1cccs1,8,118,3,87,84,0%,-8,118,-31%
CCn1c(SCc2ccc(C(=O)Nc3nccs3)cc2)nnc1-c1ccc(N)cc1,20,197,x,x,x,2%,-20,197,-47%
Cc1ccc(NC(=O)CCC(=O)NNC(=O)c2cccc([N+](=O)[O-])c2)cc1C,-1,140,x,x,x,-3%,1,140,18%

# Later entries
SMILES,IL1B NFkB pot,IL1B NFkB pot cell count 2 µM,MRP resist rev,MRP resist rev cytotoxicity,MRP resist rev with doxorubicin,Bcl-B displacement,NFkB transloc inh,NFkB transloc inh cell count 2 µM,PLAP inhibitors HTS
O=C(COc1ccc(Cl)cc1Cl)NC(=O)N1CCCCC1,10,99,0,97,96,-10%,-10,99,16%
CC1CCN(C(=O)C2(NC(=O)Nc3cccc(F)c3)CCCCC2)CC1,-14,82,23,101,78,x,14,82,x
CC(C)(C)NC(=O)c1sccc1C(=O)O,-8,174,17,110,94,-2%,8,174,x
O=c1nc2n(c3c4c(sc13)CCC4)CCC2,10,173,-30,95,125,-4%,-10,173,-7%
Nc1nc2c3ccccc3nc(C3CC3)n2n1,15,156,5,92,87,-10%,-15,156,24%
O=C(Nc1c(Cl)cc(Cl)cc1C(=O)NCc1cccnc1)c1ccc(Cl)cc1Cl,0,120,x,x,x,-8%,0,120,15%
Cc1ccc(C)c(S(=O)(=O)NC(CC(C)C)C(=O)O)c1 (configuration not stated),7,164,-1,94,95,4%,-7,164,-19%
COC(=O)[C@@H](NC(=O)Nc1ccccc1F)C(C)C,20,112,x,x,x,-4%,-20,112,4%
Cn1ccnc1SCC(=O)N(C1CCCCC1)C1CCCCC1,-1,80,3,97,94,-3%,2,80,8%
Fc1cccc2sc(Nc3nnc(-c4ccccc4)o3)nc12,35,126,-12,57,69,x,-34,126,x
O=C(O)c1cc2ccc3ccccc3c2[nH]1,-11,41,2,86,85,-14%,11,41,-21%
CC(=O)Nc1nc(CC(C)C)cc(-c2ccco2)c1C#N,31,115,-29,44,72,-2%,-31,115,10%
O=C(O)C1CCN(S(=O)(=O)c2cccnc2)CC1,9,115,1,96,95,-2%,-9,115,4%
CC1(C)CC(=O)C2=C(C1)NC(=O)CC2c1cc(F)ccc1F (configuration not stated),2,179,-25,90,115,-3%,-2,179,-2%
Cc1cccc(C)c1OCC(O)CNC(C)(C)C (configuration not stated),4,153,-5,82,87,13%,-4,153,0%
